# Source: PubChem BioAssay (several laboratories)
# CendR NRP1 mod = modulators of CendR peptide binding to NRP-1, primary screen, biochemical, fluorescence polarization, uHTS; 360,000 tested, 0.85% active; FAM-RPARPAR peptide binding to NRP-1; inhibition, % at 25 µM; Neuropilin-1 (Homo sapiens), O14786;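 active = inhibition or corrected inhibition above about 18%, plus a signal ratio from 0.5 to 1.5, limit read from the data, passing the limit was not always enough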; also: strong numbers were not always called active
# DNMT1 block = human DNMT1 methyltransferase inhibitors, primary screen, biochemical, molecular beacon, fluorescence, HinP1I cleavage, uHTS | DNA (cytosine-5)-methyltransferase 1 (Homo sapiens), P26358 | inhibition (reported as % activation of signal), % at 10 µM | 360,000 tested, 0.83% active | AID 588458, 2011; in the data active = inhibition above about 50%
# Scp1 inh = Scp-1 phosphatase inhibitors, primary screen, biochemical, colorimetric, uHTS. Carboxy-terminal domain RNA polymerase II polypeptide A small phosphatase 1 (Homo …. Recombinant Scp1, phosphopeptide, malachite green phosphate absorbance. inhibition, % at 20 µM. 340,000 tested, 0.88% active. AID 493091, 2011;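 active = inhibition above about 50% at 20 µM, limit read from the data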;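 also: plate controls were DMSO wells with enzyme for no effect and wells lacking enzyme for full effect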
# Target sequence (Q9GZU7 76-261 limits assumed): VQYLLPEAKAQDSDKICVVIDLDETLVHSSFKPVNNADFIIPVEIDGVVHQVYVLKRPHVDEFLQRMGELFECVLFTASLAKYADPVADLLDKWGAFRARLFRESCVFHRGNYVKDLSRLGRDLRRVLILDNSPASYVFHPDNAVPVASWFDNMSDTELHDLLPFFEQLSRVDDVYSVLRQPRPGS
#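 Material: truncated SCP-1 phosphatase (76-261aa) / Buffer or medium: 50 mM Tris acetate pH 5.5, 0.005% Tween-20, 10 mM MgCl2 / Compound dosing: one concentration, 20 µM, with 1.0% DMSO / Incubation: 45 min room-temperature reaction, 5 min colour, 30 min stabiliser / Detection: colorimetric free-phosphate detection, absorbance 630 nm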
# Neddylation inh = inhibitors of cullin neddylation, primary screen, biochemical, TR-FRET, uHTS, NAE and Ubc12. NEDD8-conjugating enzyme Ubc12 (Homo sapiens) + NEDD8-activating enzyme E1 regulatory …. calls only at 25 µM. 360,000 tested, 0.58% active. AID 651699, 2012; in the data active = inhibition above about 36%
# STEP inh = STEP phosphatase inhibitors, primary screen, biochemical, fluorescence intensity, uHTS | Tyrosine-protein phosphatase non-receptor type 5 (Homo sapiens), P54829 | recombinant STEP, OMFP fluorogenic substrate | inhibition, % at 20 µM | 360,000 tested, 0.25% active;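 active = inhibition at 20 µM, scaled per plate between control wells, above about 37%, limit read from the data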;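 also: 0% = DMSO with enzyme and substrate and 100% = substrate only without enzyme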
# Target sequence (P54829 whole entry, looked up): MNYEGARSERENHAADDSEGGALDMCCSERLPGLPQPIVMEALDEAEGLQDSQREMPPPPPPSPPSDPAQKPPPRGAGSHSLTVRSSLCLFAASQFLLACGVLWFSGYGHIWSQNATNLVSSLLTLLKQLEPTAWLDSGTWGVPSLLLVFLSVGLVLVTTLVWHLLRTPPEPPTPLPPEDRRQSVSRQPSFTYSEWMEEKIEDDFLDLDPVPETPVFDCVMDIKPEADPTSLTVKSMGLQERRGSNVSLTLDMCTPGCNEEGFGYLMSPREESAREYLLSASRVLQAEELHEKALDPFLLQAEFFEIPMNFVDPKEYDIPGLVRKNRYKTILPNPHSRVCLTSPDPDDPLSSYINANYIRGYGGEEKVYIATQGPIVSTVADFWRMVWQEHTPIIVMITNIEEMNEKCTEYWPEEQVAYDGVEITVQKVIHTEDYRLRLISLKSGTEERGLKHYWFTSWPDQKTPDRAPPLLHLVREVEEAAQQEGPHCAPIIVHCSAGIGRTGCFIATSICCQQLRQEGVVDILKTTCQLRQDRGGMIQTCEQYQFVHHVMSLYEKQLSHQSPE
#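 Measure: Control-normalized % inhibition with plate pattern correction | Test system: STEP phosphatase, cell-free reaction | Medium: pH 6.0 Bis-Tris with DTT and Tween 20 | Technique: Fluorescence, 480/540 nm | Times: Reaction 20 min, ambient temperature | Doses: Single compound dose of 20 µM, 1% DMSO final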
# SKN-1 block = suppressors of acrylamide-induced Pgst-4::GFP reporter in worms, primary screen, SKN-1 inhibitor project, whole organism, uHTS, GFP/RFP fluorescence ratio, strain VP596 | 360,000 tested, 0.49% active | inhibition, % at 21.8 µM | C. elegans VP596 Pgst-4::GFP/RFP ratio, 24 h;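 active = interference check ratio from 0.5 to 1.5 plus GFP to RFP signal ratio inhibition reaching or exceeding a fixed threshold, cut at about 30% in these data, passing the limit was not always enough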; also: some compounds called inactive have numbers as strong as hits
# LMPTP inh = LMPTP phosphatase inhibitors, primary screen, biochemical, fluorescence intensity, uHTS. recombinant LMPTP-A, OMFP fluorogenic substrate. Low molecular weight phosphotyrosine protein phosphatase (Homo sapiens), P24666. 360,000 tested, 0.22% active. inhibition, % at 20 µM;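 active = compounds that cut the enzyme signal by at least half of the control window in the single-dose screen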;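 also: plate controls were DMSO wells with enzyme plus substrate for no effect and substrate without enzyme for full effect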
# Target sequence (P24666 whole entry, looked up): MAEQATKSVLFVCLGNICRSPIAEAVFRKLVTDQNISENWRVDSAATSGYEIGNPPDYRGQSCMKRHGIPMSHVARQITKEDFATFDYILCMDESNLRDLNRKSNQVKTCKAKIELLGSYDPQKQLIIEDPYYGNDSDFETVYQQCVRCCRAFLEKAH
#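 Test system: LMPTP-A, protein tyrosine phosphatase of low molecular weight; Input: 0.625 nM enzyme; Incubation: 50 min dark incubation at room temperature; Signal: endpoint fluorescence intensity from OMFP dephosphorylation; Read-out basis: % inhibition versus control wells.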
# SUMO1 PPI mod = modulators of SUMO1 protein-protein interactions, primary screen, biochemical, uHTS | Small ubiquitin-related modifier 1 (Homo sapiens), P63165 | SUMO1 binding to a labelled peptide, TR-FRET, 1 h | inhibition, % at 20 µM | 360,000 tested, 0.33% active | AID 602429, 2012; in the data active = inhibition above about 37%
# Target sequence (P63165 whole entry, looked up): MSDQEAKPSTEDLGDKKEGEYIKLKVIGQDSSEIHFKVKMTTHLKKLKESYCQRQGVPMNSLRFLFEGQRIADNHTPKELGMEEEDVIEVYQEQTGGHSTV
# NadD inh = inhibitors of S. aureus NadD, primary screen, biochemical, colorimetric, uHTS. Nicotinate-nucleotide adenylyltransferase NadD (Staphylococcus aureus N315). purified NadD enzyme, colorimetric absorbance read-out. inhibition, % at 20 µM. 360,000 tested, 0.78% active; in the data active = inhibition above about 26%; also: some compounds past the cut are filed as inactive
# Tb MetRS inh = T. brucei MetRS inhibitors, primary screen, biochemical, luminescence | 360,000 tested, 0.4% active | purified T. brucei MetRS, ATP depletion, Kinase-Glo luminescence | methionyl-tRNA synthetase (Trypanosoma brucei brucei) | inhibition, % at 11.9 µM;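 active = inhibition above a per-plate cutoff of the control wells' mean inhibition plus 3 SD, cut at about 5.5% in these data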;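 also: 0% = DMSO wells median and 100% = median of wells with control inhibitor compound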
#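 Material – parasite MetRS enzyme · Medium – HEPES-MgCl2-KCl buffer plus DTT, spermine, BSA, pyrophosphatase · Reagent – ATP, methionine and E. coli bulk tRNA substrates · Times – 15 min enzyme-compound preincubation, 2 h reaction, 10 min detection, 25 °C · Measured by – luminescence of leftover ATP · Evaluation – percent inhibition relative to median high and low control wells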
# The depositor's hits bear a star; i = inactive; x = not tested or not shown.
[1] CCN(CC)c1nc2ccccc2c(N)c1-c1ccccc1
[2] OCC1(CO)CC2(C1)CC(CO)(CO)C2
[3] COc1ccc(CC2(CO)CCN(Cc3cnn(C)c3)CC2)cc1
[4] Cc1cccc(C)c1Nc1ncnc(N)c1[N+](=O)[O-]
[5] CC(=O)N1CCN(S(=O)(=O)c2cccc(C(=O)NC3CCCC(C)C3C)c2)CC1 (stereo unspecified)
[6] CCc1cccc2c(C(=O)COC(=O)c3ccccc3)c[nH]c12
Assay by compound	1	2	3	4	5	6
CendR NRP1 mod	3.0	-0.5	0.0	13.0	0.6	5.9
DNMT1 block	-5.8	6.9	4.6	-4.0	-0.9	-11.3
Scp1 inh	2.1	0.0	-4.4	-5.3	x	-5.2
Neddylation inh	i	i	i	i	i	i
STEP inh	1.1	2.1	-1.4	0.2	-1.3	-3.0
SKN-1 block	-6.1	11.4	-3.1	3.8	10.7	-1.8
LMPTP inh	4.1	-0.8	-0.4	-0.1	0.2	1.8
SUMO1 PPI mod	1.2	5.6	3.7	-6.5	4.9	3.9
NadD inh	-7.4	-3.2	0.0	-6.7	3.7	-11.8
Tb MetRS inh	-0.8	-0.1	-1.3	-0.1	0.3	-0.4

[7] COc1ccc(C(=O)Nc2nnc(SCC(=O)NC3CC3)s2)cc1
[8] Cc1ccc(C(=O)Nc2ccc(N3CCOCC3)cc2)cc1S(=O)(=O)N1CCCCC1
[9] CCC(Cc1ccccc1)NS(=O)(=O)c1ccc2c(c1)NC(=O)CO2 (stereo unspecified)
[10] CCCCN1C(=O)C(CC(=O)NC(c2ccccc2)c2ccccc2)CC(C(=O)N2CCOCC2)=C1C (stereo unspecified)
[11] CSc1ccc(S(=O)(=O)NCCCOC(C)C)cc1
[12] Cc1cccc(-n2c(Cn3nc(C)c([N+](=O)[O-])c3C)n[nH]c2=S)c1
Assay by compound	7	8	9	10	11	12
CendR NRP1 mod	2.5	13.4	11.4	10.3	6.4	-3.5
DNMT1 block	3.8	2.0	-3.0	6.5	0.5	0.3
Scp1 inh	-0.8	11.2	-6.3	x	-9.0	-6.0
Neddylation inh	i	i	i	i	i	i
STEP inh	-2.2	1.0	0.0	-2.9	-0.9	0.1
SKN-1 block	-1.4	-7.5	-3.4	10.1	1.8	-9.9
LMPTP inh	-1.5	0.1	-0.2	-0.6	-0.1	-0.4
SUMO1 PPI mod	-0.7	1.1	1.3	1.5	-1.7	-3.3
NadD inh	-2.2	4.5	-2.9	2.9	-0.2	-5.5
Tb MetRS inh	-0.3	-0.5	-0.2	-1.0	0.2	-0.2

[13] CCOc1ccccc1NC(=O)N1CCCC1C(=O)Nc1ccc(-n2cnnn2)c(C)c1 (stereo unspecified)
[14] Cc1ccc(Sc2cc(N3CCOCC3)nc(-c3ccccc3)n2)cc1
[15] COc1ccc(NC(=O)c2ccc(N3C(=O)C4CC=C(Cl)CC4C3=O)cc2)cc1 (stereo unspecified)
[16] C=CCC1NS(=O)(=O)OC(CCc2ccccc2)C1O (stereo unspecified)
[17] COCCn1c(C)cc(C(=O)Cn2nc(C(=O)O)c3ccccc3c2=O)c1C
[18] Cc1c(N=Cc2ccc(Br)s2)cccc1[N+](=O)[O-]
Assay by compound	13	14	15	16	17	18
CendR NRP1 mod	10.6	6.4	-2.8	3.4	12.1	11.0
DNMT1 block	-0.6	1.6	-16.3	2.9	-1.2	7.5
Scp1 inh	-4.2	10.8	5.2	-11.3	-8.1	-8.7
Neddylation inh	i	i	i	i	i	i
STEP inh	0.4	1.0	-2.9	-1.1	0.7	-7.2
SKN-1 block	2.8	7.7	25.0	0.8	-5.2	-2.8
LMPTP inh	-0.8	3.0	2.6	-1.2	-1.1	-2.0
SUMO1 PPI mod	-2.8	0.1	-2.0	-2.8	-5.7	-7.4
NadD inh	-6.8	2.5	-1.9	-2.5	5.1	-4.4
Tb MetRS inh	-2.4	-0.3	-1.8	-0.2	-0.7	0.6

[19] C=CCn1c(Cc2cccs2)nnc1SC/C=C/c1ccccc1
[20] CCCNC(=O)C1(C)CCCN(Cc2ccc(C#N)cc2)C1 (stereo unspecified)
[21] Cc1cc(C)c(CN2CCN(Cc3ccc(C)o3)C(CCO)C2)c(-n2cccn2)c1 (stereo unspecified)
[22] CC(C)C[C@H]1CN([C@@H](CC(C)C)CN2CCC[C@H]2CN2C(=O)C(=O)NC[C@@H]2Cc2ccc(O)cc2)C(=O)C(=O)N1CCc1ccccc1
[23] Cc1cccc(C)c1NC(=O)C1C(c2ccc3c(c2)OCO3)=Nc2ccccc2N1C(=O)c1cccc2ccccc12 (stereo unspecified)
[24] CC(=O)N(O)CCCCCNC(=O)CCC(=O)N(O)CCCCCNC(=O)CCC(=O)N(O)CCCCCNC(=O)CCC(=O)O
Assay by compound	19	20	21	22	23	24
CendR NRP1 mod	-8.7	10.7	-1.5	-10.5	-19.3	4.6
DNMT1 block	0.6	1.5	1.0	x	x	6.1
Scp1 inh	4.6	x	-7.4	x	x	1.3
Neddylation inh	i	i	i	i	i	i
STEP inh	-2.8	-3.3	-0.2	x	x	-1.4
SKN-1 block	2.9	-5.5	-1.3	-13.7	8.6	10.3
LMPTP inh	0.6	-0.8	-2.5	-1.9	3.2	-2.6
SUMO1 PPI mod	4.4	-2.9	0.6	1.5	-31.3	-2.3
NadD inh	2.4	-0.9	-9.8	10.0	x	-2.2
Tb MetRS inh	-0.8	-0.3	-1.1	-1.0	-0.1	-0.2

[25] COc1ccc(NC(=O)C(c2ccccc2)N(C)C(=O)c2ccc(=O)[nH]c2)cc1 (stereo unspecified)
[26] Cc1cc(C)n(S(=O)(=O)c2ccc(C)c(C)c2C)n1
[27] CC(C)C(=O)N1CCN(C2=NS(=O)(=O)c3ccccc32)CC1
[28] O=C(NC1CCCC1)c1ccc(CSc2nc3ccncc3n2Cc2ccc(F)cc2)cc1
[29] COc1cccc2sc(Nc3nc(C)c(C(C)=O)s3)nc12
[30] N#CC(c1ccccc1)N(CCCCl)C(=O)c1ccc(Br)cc1 (stereo unspecified)
Assay by compound	25	26	27	28	29	30
CendR NRP1 mod	5.3	-3.2	-4.0	1.4	-18.0	9.0
DNMT1 block	3.9	0.6	3.2	-5.6	-0.2	1.7
Scp1 inh	-5.3	-9.1	0.2	-1.2	-0.3	-10.2
Neddylation inh	i	i	i	i	i	i
STEP inh	-2.4	0.8	-1.9	-2.0	-1.7	2.1
SKN-1 block	-4.4	-2.5	-8.2	-4.7	28.2	2.4
LMPTP inh	-1.0	0.4	-0.6	-1.0	3.0	0.5
SUMO1 PPI mod	3.8	1.6	5.9	-2.0	-16.1	0.1
NadD inh	0.2	-8.1	2.5	4.0	-3.9	-2.5
Tb MetRS inh	-0.1	0.2	-0.1	0.1	-0.3	-0.2

[31] CCOC(=O)c1ccccc1N/C=C1\CCCCC1=O
[32] C=CCn1c(SCC(=O)c2c(N)n(C)c(=O)n(C)c2=O)nnc1-c1ccccc1F
[33] Cc1nc2ccccc2c2oc(C(=O)Nc3ccc4c(c3)OCCO4)cc12
[34] O=C(c1cccc(N2C(=O)C3C4C=CC(C4)C3C2=O)c1)N1CCN(c2ccccc2F)CC1 (stereo unspecified)
[35] COc1ccc(-c2noc3c2-c2nc(-c4cccc(C)c4)sc2CC3)cc1
[36] CC(=O)C1=C(O)C(=O)N(CCN(C)C)C1c1ccc(Cl)cc1 (stereo unspecified)
Assay by compound	31	32	33	34	35	36
CendR NRP1 mod	-11.3	15.6	-9.5	2.5	-3.7	0.0
DNMT1 block	2.5	1.5	9.1	1.2	-4.1	1.5
Scp1 inh	-10.7	-5.7	-4.2	-9.1	-8.6	-2.5
Neddylation inh	i	i	x	i	i	i
STEP inh	57.6*	2.1	4.6	-4.2	4.5	-3.9
SKN-1 block	4.9	-11.4	-3.5	9.2	-8.1	-3.6
LMPTP inh	-0.6	-0.8	4.3	-0.5	3.2	-4.9
SUMO1 PPI mod	-13.3	-14.9	0.4	3.7	-0.9	4.9
NadD inh	-2.0	3.7	-9.8	-7.7	-5.7	1.1
Tb MetRS inh	-0.7	-0.5	-0.4	-0.2	-0.2	-0.2

# Structural class, the compounds so far with an aryl thioether with sulfur outside any ring.
[7] COc1ccc(C(=O)Nc2nnc(SCC(=O)NC3CC3)s2)cc1
[11] CSc1ccc(S(=O)(=O)NCCCOC(C)C)cc1
[14] Cc1ccc(Sc2cc(N3CCOCC3)nc(-c3ccccc3)n2)cc1
[19] C=CCn1c(Cc2cccs2)nnc1SC/C=C/c1ccccc1
[28] O=C(NC1CCCC1)c1ccc(CSc2nc3ccncc3n2Cc2ccc(F)cc2)cc1
[32] C=CCn1c(SCC(=O)c2c(N)n(C)c(=O)n(C)c2=O)nnc1-c1ccccc1F
Assay by compound	7	11	14	19	28	32
CendR NRP1 mod	2.5	6.4	6.4	-8.7	1.4	15.6
DNMT1 block	3.8	0.5	1.6	0.6	-5.6	1.5
Scp1 inh	-0.8	-9.0	10.8	4.6	-1.2	-5.7
Neddylation inh	i	i	i	i	i	i
STEP inh	-2.2	-0.9	1.0	-2.8	-2.0	2.1
SKN-1 block	-1.4	1.8	7.7	2.9	-4.7	-11.4
LMPTP inh	-1.5	-0.1	3.0	0.6	-1.0	-0.8
SUMO1 PPI mod	-0.7	-1.7	0.1	4.4	-2.0	-14.9
NadD inh	-2.2	-0.2	2.5	2.4	4.0	3.7
Tb MetRS inh	-0.3	0.2	-0.3	-0.8	0.1	-0.5

# An unsorted share of the library; 4.6% or so of the library scored in one or more.
